S2 tox: Viability Counterscreen for Primary qHTS for Inhibitors of ATXN expression; S2 cells (HEK-293 line with an ATXN2-luciferase reporter) viability, CellTiter-Fluor protease fluorescence, 24 h; Potency, µM (series often up to 56.7 µM), usual class: cytotoxic; 400,000 tested, 0.49% active; further: potency means the concentration at half of the fitted maximal effect; nearly all actives have a fitted effect of over 40% in size
HT1080 IDH1KD tx: qHTS for induction of synthetic lethality in tumor cells producing 2HG: qHTS for the HT-1080-IDH1KD cell line. AID 686971, 2013. 360,000 tested, 2% active. Potency, µM (top dose mostly 46.1 µM), for inactives: at the top dose activity, negative = toxicity, hits mostly cytotoxic. HT-1080 IDH1 knockdown viability, ATP luminescence, 48 h;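 further: potency means the concentration at half of the fitted maximal effect; 0% = DMSO wells and -100% = cell-free medium wells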
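Luminescent ATP read-out (CellTiter-Glo, 10 min at room temperature) after 48 h compound exposure at 37 °C gave viability of IDH1-knockdown HT-1080 cells. Activity was normalised to DMSO and cell-free wells, then fitted as concentration-response curves.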
KB-3-1 cytotox: qHTS assay for MDR1-selective chemotherapeutics: Primary screen using the parental adenocarcinoma cell KB-3-1. KB-3-1 viability, CellTiter-Glo ATP luminescence, 72 h. Potency, µM (series often up to 46.1 µM), for the others: at the top dose activity change, negative = cytotoxic, most hits filed as cytotoxic. 400,000 tested, 1.4% active; further: potency means the concentration at half of the fitted maximal effect; on the % scale 0 is the no-effect control and ±100 the full control effect; nearly all actives have a fitted effect of over 60% in size
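Cytotoxicity measured as CellTiter-Glo luminescence after 72 h at 37 C. Compound titrations were pinned onto drug-naive KB-3-1 parental adenocarcinoma cells grown in DMEM with 10% FBS, and normalized data fitted to concentration-response curves.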
MCF10A rerep: A quantitative high throughput screen for small molecules that induce DNA re-replication in MCF 10a normal breast cells; MCF 10A DNA re-replication, Hoechst nuclear intensity, 48 h; Potency, µM (top dose mostly 46.1 µM), without a hit: top-dose activity, positive = re-replication, hits mostly activators; 350,000 tested, 2.9% active; AID 624296, 2012; further: potency means the concentration at half of the fitted maximal effect; % of control where 0% means no effect; nearly all actives have a fitted effect of over 50% in size
IL-1B inflam inh: qHTS for Inhibitors of Inflammasome Signaling: IL-1-beta AlphaLISA Primary Screen; THP-1 LPS/ATP IL-1B secretion, AlphaLISA, 16 h; active compounds read low; activity change, % at 57.5 µM; 360,000 tested, 4.7% active; AID 743279, 2014; in the data active means activity change below about -50%; inconclusive means mostly about -30% to -49%; further: on the % scale 0 is the no-effect control and ±100 the full control effect
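THP-1 cells pretreated 1 hr with compounds (up to 57.5 uM final), then stimulated with LPS (250 ng/mL final) plus ATP (1.25 mM final); secreted IL-1B measured by AlphaLISA after 16 hr, decreased signal indicating inhibition.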
HT1080-NT tox: qHTS for induction of synthetic lethality in tumor cells producing 2HG: qHTS for the HT-1080-NT fibrosarcoma cell line. AID 686970, 2013. HT-1080-NT fibrosarcoma viability, CellTiter-Glo ATP luminescence, 48 h. 360,000 tested, 1.6% active. Potency, µM (doses to about 46.1 µM), for inactives: at the top dose activity, negative = less viability, actives largely listed as cytotoxic;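 further: NT is the 2HG producing partner of a matched IDH1 knockdown line; potency means the concentration at half of the fitted maximal effect; 0% = DMSO-treated cells and -100% = media-only wells without cells; nearly all actives have a fitted effect of over 55% in size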
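750 cells/well, RPMI + 5% FBS; 2 h settle, compound pin-transfer, 48 h at 37 degrees C. CellTiter-Glo 10 min RT, luminescence. Normalized to DMSO and media-only wells.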
SW480 rereplic: A quantitative high throughput screen for small molecules that induce DNA re-replication in SW480 colon adenocarcinoma cells; SW480 DNA re-replication, Hoechst DNA content imaging, 48 h; Potency, µM (titrated, usually from 46.1 µM), without a hit: at the top dose re-replication activation, usual class: activators; 340,000 tested, 1.8% active; AID 624297, 2012; further: potency means the concentration at half of the fitted maximal effect; % of control where 0% means no effect; nearly all actives have a fitted effect of over 55% in size
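Image-based DNA-content assay: after two days of treatment, nuclei were labelled with the DNA dye Hoechst and imaged, and hits were compounds raising the count of nuclei showing high fluorescence intensity.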
HepG2 tox: qHTS for Inhibitors of TGF-b: Cytotox Counterscreen; Potency, µM (highest dose often 46.1 µM), without a hit: at the highest dose activity change, negative = cytotoxicity, actives largely listed as cytotoxic; HepG2 CAGA-GFP viability, ATP luminescence, 18 h; 410,000 tested, 0.76% active; further: potency means the concentration at half of the fitted maximal effect; some results filed as inactive show a strong effect at the top dose
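HepG2 CAGA-GFP cells (1000/well, DMEM with 1% FBS) received compound, then TGF-beta at 500 pg/mL final, and were incubated 18 hours at 37 degrees C. Viability was read by CellTiter-Glo luminescence. Media-only wells were set as complete cell-killing and DMSO as no toxicity.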
ATXN2 expr inh: Primary qHTS for Inhibitors of ATXN expression; HEK-293 ATXN2-luciferase reporter, luminescence, 24 h; Potency, µM (titrated, usually from 57 µM), for the others: at the highest dose activity change, negative = inhibition, most hits filed as inhibitors; 360,000 tested, 0.72% active; further: potency means the concentration at half of the fitted maximal effect; on the % scale 0 is the no-effect control and ±100 the full control effect; nearly all actives have a fitted effect of over 55% in size
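qHTS (up to 57 uM final) was run with 24 h compound exposure of reporter cells at 37 °C. Each well was multiplexed: SteadyGlo luminescence measured ATXN2-luciferase expression after a fluorogenic Gly-Phe-AFC viability readout (25 uM final).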
Starred values were filed as active, the others as inactive; i = inactive; ? = inconclusive; nt = no result given; & = joins results of further samples; [ ] = another dose, or the depositor's remark. Unless noted, the call rests on the fitted dose curve; in most records, active means well fitted curve in the direction sought with a large enough effect; inconclusive means small, poorly fitted or top-dose-only effect, or another doubt; inactive means no such curve, though single readings can be large; an effect the other way counts as inactive or inconclusive.

SMILES	S2 tox	HT1080 IDH1KD tx	KB-3-1 cytotox	MCF10A rerep	IL-1B inflam inh	HT1080-NT tox	SW480 rereplic	HepG2 tox	ATXN2 expr inh
COc1ccc(-n2nc(C(=O)NCC(=O)N(C)Cc3ccccc3)c3ccccc3c2=O)c(OC)c1	?	1%	1%	18%	32	-5%	26%	-3%	2%
Cn1c(CSCc2ccc(Cl)cc2)nnc1SCC(=O)Nc1nc2ccccc2s1	i	5%	-8%	4%	23	2%	-3%	-5%	0%
COc1cccc(-c2cc3nc(-c4ccccc4)cc(=O)n3[nH]2)c1	i	1.3µM*	5.8µM*	?	88	1.5µM*	22%	-49%	7%
Cc1noc(C)c1COc1ncnc2ccccc12	i	-8%	-4%	9%	11	9%	-12%	22%	-6%
CC(O)C(=O)O (stereo not given)	i	nt	nt	0%	nt	nt	-2%	nt	-10%
COc1ccccc1NC(=O)c1sc2nc(C)c(C(=O)Nc3ccc(C)cc3C)c(-c3ccc(C)o3)c2c1N	i	nt	-5%	nt	nt	nt	nt	-9%	-2%
COc1ccc(NS(=O)(=O)c2ccc(C)c(NC(=O)C3CCCO3)c2)cc1 (stereo not given)	i	-13%	-5%	1%	-9	6%	-2%	4%	2%
COC(=O)C1=C(C)NC(=O)NC1c1cccc(OC)c1OCc1ccccc1 (stereo not given)	i	-3%[9.24 µM]	-3%	7%	4	9%	-3%	0%	0%
Cc1cccc(C)c1N1C(=O)c2ccccc2NC(=O)C1C(=O)NCC(C)C (stereo not given)	nt	-1%	17%	nt	2	9%	nt	nt	nt
c1ccc(Cn2nnc(-c3ccccc3)n2)cc1	i	-1%	-1%	0%	-9	-5%	-9%	-3%	-11%
CC1Cc2ccccc2N1C(=O)COc1nc2ccccc2nc1N1CCOCC1 (stereo not given)	?	12%	6%	11%	-3	6%	-4%	2%	1%
CCOC(=O)c1cccc(NC(=O)c2ccc(F)cc2F)c1	i	1%	16%	-22%	14	3%	?	-20%	38%[activator]
COc1ccc(S(=O)(=O)NCc2ccc(C(=O)NCCCN3CC(C)CC(C)C3)cc2)cc1 (stereo not given)	i	-16%	-8%	-3%	3	0%	-1%	-3%	2%
CC1(C(=O)NCc2ccccc2)CN(S(C)(=O)=O)CC(=O)N1CCc1ccccc1F (stereo not given)	nt	1%	-12%	nt	-15	0%	nt	nt	nt
Cc1cccc(-n2ncc3c(NC4CCCC4)ncnc32)c1	i	nt	12%	nt	nt	nt	nt	-6%	42%[activator]
CCCCOC(=O)Nc1ccc(S(=O)(=O)Nc2nccs2)cc1	i	-8%	1%	-8%	1	-11%	5%	5%	0%
CCc1cc(=O)oc2cc(C)cc(OCC(=O)N[C@@H](CSCc3ccccc3)C(=O)O)c12	i	0%	0%	8%	-10	-6%	28%	-15%	-4%
Cc1cc(C)n2nc(C(=O)Nc3ccc(S(=O)(=O)N4CCCC4)cc3)nc2n1	i	12%	16%	3%	5	1%	2%	0%	-15%
COc1ccc(CN2CCC(CNS(=O)(=O)c3cccc(C(F)(F)F)c3)CC2)cc1	i	?	-14%	?	?	?	0%	-35%	-12%
O=C(Cc1ccccc1F)c1ccc(O)cc1O	i	-21%	11%	12%	24	-18%	-3%	1%	-16%
CC(NC(=O)CSc1nnc(-c2cccc(S(=O)(=O)N3CCCCC3)c2)o1)C12CC3CC(CC(C3)C1)C2 (stereo not given)	?	-10%	-28%	-5%	-28	-9%	3%[9.22 µM]	-2%	-25%
CCOC(=O)CC(NC(=O)c1ccc(C)cc1)c1ccc(C)cc1 (stereo not given)	i	2%	7%	-1%	-23	4%	-3%	4%	-8%
Cc1ccc(C)c(S(=O)(=O)Nc2nc3ccc(S(N)(=O)=O)cc3s2)c1	?	-20%	-2%	10%	8	-13%	-2%	2%	-30%
CN(CC(=O)Nc1ccccc1Br)C(=O)c1ccccc1Sc1ccccc1C#N	i	0%	-17%	-11%	-25	1%	3%	-5%	-10%
COc1ccc(C(CNC(=O)C2CC(=O)N(Cc3ccc(C)cc3)C2)N(C)C)cc1 (stereo not given)	i	-5%	8%	-2%	17	-1%	0%	8%	4%
O=C(CNC(=O)c1cccnc1)N=Nc1c(O)[nH]c2c(Br)cc(Br)cc12	i	7%	6%	?	32	?	-21%	0%	4%
CCN(CC)S(=O)(=O)c1ccc(N2CCOCC2)c(NC(=O)C23CC4CC(CC(Cl)(C4)C2)C3)c1	i	-2%	1%	?	4	1%	-27%	2%	-19%
CN1C(=O)S/C(=C/c2ccc(OCc3cccc(C(=O)O)c3)cc2)C1=O	i	21%	3%	0%	5	28%	0%	5%	-35%
O=C(c1nc2ccc(Cl)cn2c1CNCCn1ccnc1)N1CCCCCCC1	?	-1%	4%	1%	-8	-16%	2%	-18%	nt
Cc1ccc(SCC(=O)N(C)C2CCS(=O)(=O)C2)c(C)c1 (stereo not given)	i	-16%	0%	3%	-17	-2%	?	-24%	28%
Cc1nnc(NC(=O)CSc2nnc(CNC(=O)c3ccccc3)n2-c2ccccc2)s1	i	-4%	13%	5%	4	0%	-6%	-18%	0%
O=C(Nc1ccc(S(=O)(=O)N2CCOCC2)cc1)c1ccc(=O)[nH]c1	i	15%	-37%	5%	14	19%	6%	-1%	0%
CCOP(=O)(OCC)/C(C#N)=C/c1c[nH]c2ccccc12	?	5%	-4%	2%	-15	13%	-5%	-37%	nt
Cc1ccc(-n2c(=O)cc(N3CCCCCC3)[nH]c2=O)cc1	i	3%	11%	5%	5	5%	-30%	-17%	10%
COc1ccc(CCNC(=O)CC2C(=O)NCCN2CC(C)(C)C)cc1 (stereo not given)	i	2%	-4%	8%	-7	-1%	28%	-14%	3%
O=C(NCCN1CCOCC1)c1cc(Sc2cccc(Cl)c2)nc2ccccc12	i	-23%	-7%	4%	?	-21%	3%	-5%	11%
CCOc1ccc(S(=O)(=O)Nc2ccc(C(=O)N3CC(C)OC(C)C3)cc2)cc1 (stereo not given)	i	0%	-2%	0%	8	4%	-1%	-6%	-5%
O=C(O)CCN(CCC(=O)O)c1ccccc1	?	9%	0%	-7%	11	11%	5%	-2%	-5%
CC1CCN(S(=O)(=O)c2ccc3nc(NCc4ccccc4)ccc3c2)CC1	?	nt	?	nt	nt	nt	nt	-21%	-34%
C=CCn1c(SCc2ccc(C#N)cc2)nnc1-c1ccccc1	i	5%	1%	-3%	13	-10%	-8%	-1%	-2%
COc1ccc(OC)c(NC(=O)COc2coc(CN3CCc4ccccc43)cc2=O)c1	i	-14%	-6%	12%	1	-7%	-4%	7%	-8%
Cc1cc(C)c2cc(C(=O)N3CCC(C(=O)c4ccc(F)cc4)CC3)[nH]c2c1	i	?	-24%	?	?	?	-6%[9.22 µM]	-6%	-26%
COc1ccc(C(=O)C(=O)N2CCC(c3ccccc3)CC2)cn1	nt	-1%	-14%	nt	35	19%	nt	nt	nt
CN(Cc1ccccc1)CC(O)COc1ccc(CNCCOc2cccnc2)cc1 (stereo not given)	?	-18%	0%	19%	12	?	-3%	1%	-10%
O=C(Nc1ccccc1Cl)N1CCC(CN2CCCCC2)CC1	i	nt	-2%	nt	nt	nt	nt	1%	0%
CC(=O)c1cccc(NC(=O)CN(C)Cc2ccc(OC(F)F)cc2)c1	i	18%	8%	0%	22	20%	7%	-11%	-14%
O=S(=O)(c1ccc(Br)cc1)c1nc(-c2ccco2)oc1SCc1ccccc1F	i	nt	-18%	nt	nt	nt	nt	-19%	0%
COc1cccc(-c2nn3c(-c4ccccn4)nnc3s2)c1	i	7%	15%	8%	nt	11%	-19%	-8%	0%
CCOc1ccc(CNC(=O)c2cc3oc4ccccc4c3n2C)cc1	i	-25%	?	6%	?	-3%	-5%	-18%&0%	47%[activator]
Cc1ccc(C(c2nnnn2CCC(C)C)N2CCN(C)CC2)cc1 (stereo not given)	i	-6%	0%	-2%	-11	0%	-1%	-2%	-10%
CN(C)NC(=O)c1csnc1-c1c(Cl)cccc1Cl	?	11%	4%	-3%	20	14%	6%	-35%	9%
Cc1ccc(Cn2cnc3c(cnn3C(C)(C)C)c2=O)cc1	i	-3%	-21%	?	-17	?	-8%	-28%&-29%	-27%
COc1ccc(-c2cc(C)no2)cc1S(=O)(=O)N1CCCN(Cc2ccc(F)cc2)C1	i	?	-15%	0%	0	?	26%	-53%	-19%
COc1ccccc1CCNC(=O)C(=O)NCC1OCCN1S(=O)(=O)c1ccc(OC)c(OC)c1 (stereo not given)	i	0%	6%	0%	-24	0%	?	15%	-14%
Cc1ccc(S(=O)(=O)c2cc3c(=O)n4ccccc4nc3n(CCCN3CCOCC3)c2=N)cc1C	i	1%	2%	23µM*	-72*	6%	23µM*	-44%	-4%
CCc1c(C)nc2cc(-c3cc(OC)cc(OC)c3)nn2c1N1CCCC1	i	?	-12%	-1%	?	-10%	1%	-69%	-18%

A portion from further up:
SMILES	S2 tox	HT1080 IDH1KD tx	KB-3-1 cytotox	MCF10A rerep	IL-1B inflam inh	HT1080-NT tox	SW480 rereplic	HepG2 tox	ATXN2 expr inh
COc1ccc(OC)c(NC(=O)COc2coc(CN3CCc4ccccc43)cc2=O)c1	i	-14%	-6%	12%	1	-7%	-4%	7%	-8%
Cc1cc(C)c2cc(C(=O)N3CCC(C(=O)c4ccc(F)cc4)CC3)[nH]c2c1	i	?	-24%	?	?	?	-6%[9.22 µM]	-6%	-26%
